# IDH1 mut inh – inhibitors of IDH1 R132H reductase, primary screen, biochemical, plate reader, single point; 0.18% of 70,000 active; inhibition, % at 10 µM; diaphorase/resazurin fluorescence, 60 min; AID 624101, 2012; Isocitrate dehydrogenase [NADP] cytoplasmic (Homo sapiens), O75874; in the data active = inhibition above about 34%;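 note: 0% = DMSO and 100% = no enzyme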
# Target sequence (O75874 whole entry R132H): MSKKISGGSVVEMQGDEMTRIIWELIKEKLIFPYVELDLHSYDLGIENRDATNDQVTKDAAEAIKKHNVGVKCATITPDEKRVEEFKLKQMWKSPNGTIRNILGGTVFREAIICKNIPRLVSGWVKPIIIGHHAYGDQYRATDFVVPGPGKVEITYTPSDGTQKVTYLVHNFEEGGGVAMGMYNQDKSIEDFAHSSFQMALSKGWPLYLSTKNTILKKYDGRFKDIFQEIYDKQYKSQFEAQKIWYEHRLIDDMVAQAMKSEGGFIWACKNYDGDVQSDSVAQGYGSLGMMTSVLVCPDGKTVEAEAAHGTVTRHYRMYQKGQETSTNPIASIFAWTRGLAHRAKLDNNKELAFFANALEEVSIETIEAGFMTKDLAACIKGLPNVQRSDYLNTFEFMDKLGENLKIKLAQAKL
# EZH2 inh – EZH2/PRC2 methyltransferase inhibitors, primary screen, biochemical, DELFIA time-resolved fluorescence, single point. PRC2 H3K27 methylation, DELFIA TRF, 1 h. Histone-lysine N-methyltransferase EZH2 (Homo sapiens), Q15910. AID 651548, 2012. inhibition, % at 12.5 µM. 0.35% of 57,000 active;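 active = mean inhibition of replicates at least 50% and every single replicate also reaching 50%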;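 note: dimethyl H3K27 on biotinylated H3 21-44 peptide detected by antibody; plate controls were median neutral control wells for no effect and median positive control wells for full effect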
# * = called active by the depositor; nt = no result given. Some of the compounds tested; rates above refer to the full screens.
# The opening 2 records, to show the layout:
# Values run as follows: IDH1 mut inh, EZH2 inh
> CNC[C@@H]1Oc2ccc(NS(=O)(=O)c3ccc(F)cc3)cc2C(=O)N([C@@H](C)CO)C[C@@H]1C
    0.0, 5
> O=S(=O)(Nc1nccs1)c1ccc(NS(=O)(=O)c2cc(Cl)ccc2Cl)cc1
    39*, -18

# Main list, from the first entry:
# Values run as follows: IDH1 mut inh, EZH2 inh
> CNC[C@@H]1Oc2ccc(NS(=O)(=O)c3ccc(F)cc3)cc2C(=O)N([C@@H](C)CO)C[C@@H]1C
    0.0, 5
> O=S(=O)(Nc1nccs1)c1ccc(NS(=O)(=O)c2cc(Cl)ccc2Cl)cc1
    39*, -18
> COc1cccc(S(=O)(=O)N(C)C[C@@H]2Oc3cc(C#CCN(C)C)ccc3S(=O)(=O)N([C@H](C)CO)C[C@H]2C)c1
    -0.4, nt
> CO[C@@H]1CN(C)C(=O)c2ccc(NC(=O)C3CC3)cc2OC[C@@H](C)N(C(=O)C2CCOCC2)C[C@@H]1C
    0.2, -1
> C[C@@H]1CCCCO[C@@H](CN(C)S(=O)(=O)c2cccs2)[C@@H](C)CN([C@H](C)CO)C(=O)c2cc(NC(=O)NC3CCCCC3)ccc2O1
    -0.7, nt
> COc1ccc(C#Cc2ccc3c(c2)O[C@H](CN(C)C(=O)c2ccccn2)[C@@H](C)CN([C@@H](C)CO)S3(=O)=O)cc1
    nt, -4
> COc1ccc(S(=O)(=O)Nc2ccc3c(c2)C(=O)N([C@@H](C)CO)C[C@H](C)[C@H](CN(C)C(=O)Nc2ccccc2)OCCCC[C@H](C)O3)cc1
    0.5, nt
> CC(C)NC(=O)Nc1cccc2c1O[C@H](CN(C)C(=O)NC(C)C)[C@H](C)CN([C@H](C)CO)C2=O
    nt, 8
> O=C(O)COc1cccc(NC(=O)c2ccc(I)cc2)c1
    1.1, 6
> CCCC#Cc1ccc2c(c1)O[C@H](CN(C)S(=O)(=O)c1cccc(OC)c1)[C@@H](C)CN([C@H](C)CO)S2(=O)=O
    -0.2, -1
> C[C@H](CO)N1C[C@H](C)[C@@H](CN(C)Cc2ccncc2)OCCCC[C@H](C)Oc2ccc(N(C)C)cc2C1=O
    1.9, 5
> C[C@H](CO)N1C[C@H](C)[C@H](CN(C)C(=O)Nc2ccc(F)cc2)Oc2c(NC(=O)C3CCOCC3)cccc2C1=O
    -0.3, -1
> COc1cccc(/C=C2\SC(=S)N(CCCC(=O)O)C2=O)c1
    nt, -2
> C[C@@H]1CN([C@@H](C)CO)C(=O)c2cc(NS(=O)(=O)c3ccc(F)cc3)ccc2O[C@H]1CN(C)Cc1ccncc1
    2.9, 10
> COc1ccc(OC(=O)N(C)C[C@@H]2OCc3ccccc3-c3ccccc3C(=O)N([C@H](C)CO)C[C@H]2C)cc1
    nt, -1
> C[C@H](CO)N1C[C@H](C)[C@H](CN(C)C(=O)Nc2ccccc2)Oc2ncccc2C1=O
    12, nt
> COc1ccc(/C=N/NC(=O)CCCCCCC(=O)Nc2ccccc2O)cc1
    -0.5, 4
> CO[C@@H]1CN(C)C(=O)c2ccc(NS(=O)(=O)c3cn(C)cn3)cc2OC[C@H](C)N(CCC(F)(F)F)C[C@@H]1C
    -0.1, 3
> C=C1C2CCC3[C@]4(C)CCC[C@@](C)(C(=O)O)C4CC[C@]3(C2)[C@H]1OC(C)=O (some centres undefined)
    0.2, nt
> COc1ccc(S(=O)(=O)Nc2ccc3c(c2)C(=O)N([C@H](C)CO)C[C@H](C)[C@@H](CN(C)Cc2ccc(C(F)(F)F)cc2)O3)cc1
    2.9, nt
> COc1cc(C2OCC3C(c4ccc5c(c4)OCO5)OC(=O)C23)ccc1O (centres undefined)
    -0.4, -13
> C[C@H](CO)N1C[C@H](C)[C@@H](CN(C)C(=O)CC2CC2)Oc2ncc(C#C[C@@H](C)O)cc2C1=O
    nt, -22
> Cc1noc(C)c1NC(=O)N(C)C[C@H]1Oc2ccc(NC(=O)Cn3cnnn3)cc2C(=O)N([C@@H](C)CO)C[C@@H]1C
    -0.6, nt
> CCCc1cn(CC[C@H]2CC[C@@H](NC(=O)Nc3ccccc3F)[C@H](CO)O2)nn1
    -0.1, -7
> C[C@@H]1CN([C@H](C)CO)C(=O)c2cccc(NS(=O)(=O)c3ccc(Cl)cc3)c2O[C@@H]1CN(C)C(=O)Nc1ccccc1
    nt, -20
> Cc1nc(SCC(=O)Nc2cccc(C(=O)O)c2)[nH]c(=O)c1C
    0.1, nt
> C[C@H](CO)N1C[C@H](C)[C@H](CN(C)C(=O)C2CCCCC2)Oc2ncc(C#CC(C)(C)O)cc2C1=O
    nt, -25
> C[C@H](CO)N1C[C@H](C)[C@@H](CN(C)Cc2ccc(Cl)c(Cl)c2)Oc2ccc(NC(=O)CCN3CCOCC3)cc2CC1=O
    1.0, -15
> Cc1ccc(S(=O)(=O)NCC[C@@H]2CC[C@@H](NC(=O)c3ccccn3)[C@H](CO)O2)cc1
    0.2, 15
> O=C(CSc1nnnn1-c1ccc(O)cc1)Nc1ccc(N2CCOCC2)c(Cl)c1
    1.2, 6

# Some of these compounds in order of count of non-hydrogen atoms, ascending:
# Values run as follows: IDH1 mut inh, EZH2 inh
> COc1cc(C2OCC3C(c4ccc5c(c4)OCO5)OC(=O)C23)ccc1O (centres undefined)
    -0.4, -13
> C[C@H](CO)N1C[C@H](C)[C@H](CN(C)C(=O)Nc2ccccc2)Oc2ncccc2C1=O
    12, nt
> COc1ccc(S(=O)(=O)Nc2ccc3c(c2)C(=O)N([C@H](C)CO)C[C@H](C)[C@@H](CN(C)Cc2ccc(C(F)(F)F)cc2)O3)cc1
    2.9, nt

# Remaining list, next part.
# Values run as follows: IDH1 mut inh, EZH2 inh
> C[C@H]1CN([C@@H](C)CO)S(=O)(=O)c2ccc(C#CC(C)(C)O)cc2O[C@H]1CN(C)C(=O)CN(C)C
    -0.3, 24
> C[C@@H]1CN([C@@H](C)CO)C(=O)c2cccc(N(C)C)c2O[C@@H]1CN(C)Cc1ccccc1
    0.0, 0
> C[C@H](CO)N1C[C@H](C)[C@H](CN(C)C(=O)Nc2ccc3c(c2)OCO3)OCCCC[C@H](C)Oc2ccc(NC(=O)Nc3ccc(C(F)(F)F)cc3)cc2C1=O
    0.3, nt
> COCC#Cc1cnc2c(c1)C(=O)N([C@H](C)CO)C[C@@H](C)[C@@H](CN(C)Cc1ccc(-c3ccccc3)cc1)O2
    -3.8, 0
> Cc1cccc(C)c1NC(=O)CSc1nnnn1-c1ccc(I)cc1
    0.2, 16
> C[C@@H]1CN([C@@H](C)CO)S(=O)(=O)c2ccc(C#C[C@@H](C)O)cc2O[C@H]1CN(C)C(=O)C1CC1
    -0.3, -4
> C[C@H]1CN([C@@H](C)CO)C(=O)c2cccc(NS(=O)(=O)c3ccc(F)cc3)c2O[C@H]1CN(C)Cc1ccc(C(=O)Nc2ccccc2N)cc1
    nt, -18
> C/C=C/c1cnc2c(c1)C(=O)N([C@@H](C)CO)C[C@H](C)[C@@H](CN(C)Cc1ccc3c(c1)OCO3)O2
    -1.2, -6
> C[C@H]1CN([C@@H](C)CO)C(=O)c2cccc(NS(=O)(=O)c3ccccc3)c2O[C@H]1CN(C)C(=O)Nc1ccc2c(c1)OCO2
    1.5, nt
> C[C@H](CO)N1C[C@H](C)[C@@H](CN(C)C(=O)Nc2ccc(F)cc2)Oc2ccc(NC(=O)Nc3ccccc3)cc2C1=O
    3.9, nt
> COc1ccc2c(c1)O[C@H]1c3ccc(O)cc3OC[C@@H]21
    -0.1, nt
> CN1CCN(C(=O)C[C@@H]2C[C@H]3c4cc(NC(=O)c5ccc6c(c5)OCO6)ccc4O[C@H]3[C@@H](CO)O2)CC1
    0.3, -2
> COc1ccc(S(=O)(=O)Nc2ccc3c(c2)C(=O)N([C@H](C)CO)C[C@H](C)[C@@H](CN(C)C(=O)Nc2ccc(C(F)(F)F)cc2)OCCCC[C@@H](C)O3)cc1
    1.6, nt
> C[C@@H]1CN([C@@H](C)CO)C(=O)Cc2cc(NC(=O)Nc3ccc4c(c3)OCO4)ccc2O[C@@H]1CN(C)C
    4.5, -9
> O=C(Oc1ccc(N(Cc2ccco2)C2=NS(=O)(=O)c3ccccc32)cc1)c1ccco1
    -0.3, nt
> C[C@H](CO)N1C[C@H](C)[C@H](CN(C)C(=O)Nc2ccc(C(F)(F)F)cc2)Oc2c(cccc2N(C)C)C1=O
    -0.4, -27
> C[C@@H]1CN([C@@H](C)CO)C(=O)c2cc(NS(=O)(=O)c3cccs3)ccc2O[C@@H]1CN(C)C
    1.1, 14
> Cc1ccc(S(=O)(=O)Nc2ccc3c(c2)C(=O)N([C@H](C)CO)C[C@@H](C)[C@@H](CN(C)C(=O)NC2CCCCC2)O3)cc1
    -1.9, 5
> Cc1ccccc1-c1cnc2c(c1)C(=O)N([C@H](C)CO)C[C@H](C)[C@H](CN(C)C(=O)c1ccccc1)O2
    0.1, nt
> COC(=O)c1ccccc1NC(=O)CN(c1ccc(Br)c(C)c1)S(C)(=O)=O
    -0.4, 29
> COCC(=O)Nc1ccc2c(c1)OC[C@@H](C)N(C(=O)C1CCCC1)C[C@H](C)[C@@H](OC)CN(C)C2=O
    nt, 1
> CO[C@H]1CN(C)C(=O)c2cc(NS(C)(=O)=O)ccc2OC[C@H](C)N(CC2CCOCC2)C[C@@H]1C
    -0.4, 5
> CC(=O)c1ccc(NC(=O)Cn2cnc3ccccc3c2=O)cc1
    0.0, 0
> C[C@@H]1CN([C@H](C)CO)C(=O)c2cc(NC(=O)CCC(F)(F)F)ccc2O[C@@H](C)CCCCO[C@@H]1CN(C)S(=O)(=O)c1ccc(F)cc1
    3.1, nt
> Cc1cc(N(CC(=O)Nc2cc(Cl)ccc2Cl)S(C)(=O)=O)ccc1Br
    -0.2, 2
> C[C@@H]1CN([C@@H](C)CO)S(=O)(=O)c2ccc(C#Cc3ccccc3)cc2O[C@H]1CN(C)C(=O)Cc1ccccn1
    -2.0, -19
> CS(=O)(=O)Nc1ccc2c(c1)[C@H]1C[C@H](CC(=O)NCc3ccc(Cl)cc3)O[C@H](CO)[C@H]1O2
    1.2, 5
> COc1ccc(NC(=O)N(C)C[C@H]2Oc3ccc(NC(=O)Nc4cccc5ccccc45)cc3CC(=O)N([C@H](C)CO)C[C@@H]2C)cc1
    0.3, nt
> COCC(=O)Nc1ccc2c(c1)OC[C@@H](C)N(CC1CC1)C[C@H](C)[C@@H](OC)CN(C)C2=O
    -0.3, -2
> C[C@H]1CN([C@@H](C)CO)C(=O)c2cccc(NS(=O)(=O)c3cccs3)c2O[C@@H]1CN(C)Cc1ccc(Cl)c(Cl)c1
    0.2, -9
> COc1ccc(S(=O)(=O)N(C)C[C@@H]2Oc3ccc(NC(=O)Nc4ccc5c(c4)OCO5)cc3C(=O)N([C@@H](C)CO)C[C@@H]2C)cc1
    -0.1, nt
> C[C@@H]1CN([C@@H](C)CO)C(=O)Cc2cc(NC(=O)c3ccncc3)ccc2O[C@H]1CN(C)C
    0.9, -4
> C[C@@H]1CN([C@H](C)CO)C(=O)c2cc(NC(=O)C3CC3)ccc2O[C@H]1CN(C)S(=O)(=O)c1cn(C)cn1
    -1.4, nt
> Cc1ccc(-n2c(N)cc(=O)nc2SCC(=O)Nc2cccc(C(F)(F)F)c2)cc1
    0.1, -13
> O=C(C[C@@H]1C[C@H]2c3cc(NC(=O)C4CCOCC4)ccc3O[C@H]2[C@H](CO)O1)NCc1ccncc1
    -2.5, 0
> CNC[C@@H]1Oc2ccc(NC(=O)CCN3CCOCC3)cc2C(=O)N([C@H](C)CO)C[C@H]1C
    1.2, -3
> C[C@]12CCC3C4(C=CC5(C=C4C(=O)c4ccc(F)c(F)c4)C[C@@H](O)CC[C@]35C)C1CC[C@@]2(O)CN1CCC(C(N)=O)CC1 (some centres undefined)
    nt, -5
> C[C@H](CO)N1C[C@H](C)[C@H](CN(C)S(C)(=O)=O)Oc2ccc(NC(=O)Nc3cccc4ccccc34)cc2C1=O
    -3.9, nt
> C[C@@H]1CN([C@@H](C)CO)C(=O)c2c(c3ccccc3n2C)-c2ccccc2CO[C@@H]1CN(C)S(=O)(=O)CC(F)(F)F
    -2.3, 5
> C[C@H]1CCCCO[C@H](CN(C)C)[C@@H](C)CN([C@@H](C)CO)C(=O)c2cc(NC(=O)CCC(F)(F)F)ccc2O1
    2.8, 11
> C[C@@H]1CN([C@H](C)CO)C(=O)c2cc(NC(=O)NC3CCCCC3)ccc2O[C@H]1CN(C)S(=O)(=O)c1ccc(Cl)cc1
    0.1, 0
> C[C@H](CO)N1C[C@H](C)[C@H](CN(C)S(C)(=O)=O)Oc2c(NS(=O)(=O)c3ccccc3)cccc2C1=O
    -6.8, nt
> CO[C@@H]1CN(C)C(=O)c2cc(NC(=O)Cc3ccccc3)ccc2OC[C@@H](C)N(C)C[C@H]1C
    -0.5, -5
> COc1ccc(S(=O)(=O)N(C)C[C@@H]2Oc3ccc(NC(=O)NC4CCCCC4)cc3C(=O)N([C@@H](C)CO)C[C@H]2C)cc1
    0.5, nt
> C[C@H](CO)N1C[C@H](C)[C@@H](CN(C)C(=O)c2ccccc2)Oc2cc(C3=CCCC3)ccc2S1(=O)=O
    -0.1, nt
> CO[C@H]1CN(C)C(=O)c2cc(NC(=O)NC3CCCCC3)ccc2OC[C@H](C)N(CC2CC2)C[C@@H]1C
    0.1, 7
> O=C(Nc1ccccc1F)N[C@H]1CC[C@@H](CC(=O)N2CCCCC2)O[C@@H]1CO
    -0.6, 2
> O=C(Nc1ccc(C(F)(F)F)cc1)N[C@H]1CC[C@@H](CCNC(=O)c2ccccc2F)O[C@@H]1CO
    0.1, 7
> Cc1noc(C)c1NC(=O)N(C)C[C@H]1Oc2ccc(NC(=O)NC(C)C)cc2C(=O)N([C@@H](C)CO)C[C@H]1C
    0.4, nt
> CC(=O)[C@@]12O[C@]3(COC[C@H](c4ccccc4)N3C1=O)[C@@H]1C(=O)N(c3ccccc3)C(=O)[C@@H]12
    nt, 6

# Source: PubChem BioAssay (Broad Institute)
